MEP2 TOR yeast = yeast TOR pathway MEP2-GFP modulation; S. cerevisiae MEP2-GFP strain, flow cytometry GFP, 3 h; 100% = DMSO control level; 0.51% of 330,000 active; GFP response vs DMSO, % at 10 µM;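 active means GFP response versus DMSO above a set limit, roughly screen mean plus 3 SD, cut at about 180% in these data; inconclusive means fewer than 70 cells counted for a yeast strain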;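 further: median GFP fluorescence of the barcode-gated MEP2-GFP cells per well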
GRK2 inh = blocks RNA aptamer binding to human GRK2; bead flow cytometry, FAM-aptamer displacement from GRK2; inhibition of aptamer binding, % at 10 µM; 0.59% of 330,000 active; AID 488847;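 active means inhibition of aptamer binding above 40%, roughly 3 SD of noise, on plates passing a quality check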;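 further: median bead fluorescence of bound FAM aptamer so fluorescent compounds give negative values; no value below 0 was filed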
RPL19A-GFP yeast = alters RPL19A-GFP fluorescence in TOR pathway yeast screen; S. cerevisiae RPL19A-GFP strain, flow cytometry, 3 h; hits give low values; AID 2025; 0.3% of 330,000 active; percent response vs DMSO, % at 10 µM;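 active means percent response vs DMSO below 50%; inconclusive means fewer than 70 events counted for the yeast strain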;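 further: median channel GFP fluorescence of the barcoded RPL19A-GFP strain; ratio of sample median GFP to plate DMSO average so 100% = DMSO; lower means less RPL19A-GFP as with rapamycin TOR inhibition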
AGP1-GFP MLPCN = yeast TOR pathway AGP1-GFP modulation. S. cerevisiae AGP1-GFP multiplex flow cytometry, 3 h; GFP as percent of DMSO wells. 0.02% of 320,000 active. GFP response vs DMSO, % at 10 µM;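 active means GFP response relative to DMSO above a set limit, near screen average plus 3 SD, cut at about 150% in these data; inconclusive means fewer than 70 cells counted for the yeast strain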;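 further: median GFP channel fluorescence of the gated AGP1 strain per well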
LAP4 TOR yeast = yeast TOR pathway LAP4-GFP modulation. AID 2023. GFP response vs DMSO, % at 10 µM. S. cerevisiae LAP4-GFP multiplex, flow cytometry GFP, 3 h; median GFP as percent of DMSO wells. 0.34% of 320,000 active;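 active means GFP response vs DMSO above a set limit, about the screen mean plus 3 SD, cut at about 150% in these data; inconclusive means under 70 cell events counted for the yeast strain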
CIT2 TOR yeast = yeast TOR pathway CIT2-GFP modulation. S. cerevisiae CIT2-GFP strain, flow cytometry, 3 h; 100 means same as DMSO wells. GFP response vs DMSO, % at 10 µM. 0.065% of 320,000 active;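 active means GFP response relative to DMSO above a set limit, near the screen mean plus 3 SD, cut at about 150% in these data; inconclusive means Fewer than 70 cells measured for a yeast strain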;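 further: ratio of well median GFP fluorescence to mean of DMSO wells on the plate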
VLA-4 inh = inhibition in a human VLA-4 binding assay; P13612; VLA-4 expressing cells, ligand binding flow cytometry; inhibition, % (about 7 µM as worked out from the volumes in the protocol); 0.2% of 330,000 active; AID 2557; in the data active means inhibition above about 50%
GASC-1 inh = inhibitors of human GASC-1 (JMJD2C) demethylase; inhibition, % at 2.35 µM; Q9H3R0; GST-JMJD2C(1-420) H3K9me3 demethylation, DELFIA europium; 0.069% of 330,000 active;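 active means more than half of a compound's replicate wells show inhibition beyond 50%, single wells judged on their own value; inconclusive means some, but no more than half, of replicates pass 50% inhibition; inactive means no replicate passes 50% inhibition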;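 further: signal counts dimethyl H3K9 product captured on neutravidin plate; 0% = median of DMSO wells and 100% = 0.3 times that DMSO median; strong numbers were not always called active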
Target sequence (Q9H3R0 1-420 limits assumed): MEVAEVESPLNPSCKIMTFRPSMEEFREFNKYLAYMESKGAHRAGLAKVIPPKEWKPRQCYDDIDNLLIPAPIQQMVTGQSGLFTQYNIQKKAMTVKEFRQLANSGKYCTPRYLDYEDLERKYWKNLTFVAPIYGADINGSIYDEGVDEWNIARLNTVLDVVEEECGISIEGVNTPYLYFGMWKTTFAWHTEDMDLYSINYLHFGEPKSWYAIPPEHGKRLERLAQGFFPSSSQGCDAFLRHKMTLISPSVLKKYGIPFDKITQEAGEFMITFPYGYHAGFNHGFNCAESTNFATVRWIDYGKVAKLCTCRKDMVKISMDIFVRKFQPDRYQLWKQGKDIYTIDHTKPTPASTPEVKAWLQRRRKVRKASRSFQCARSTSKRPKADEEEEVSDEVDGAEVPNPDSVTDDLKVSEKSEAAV
Starred values were filed as active, the others as inactive; ? = inconclusive; . = no result given; [ ] = another dose, or the depositor's remark.

SMILES	MEP2 TOR yeast	GRK2 inh	RPL19A-GFP yeast	AGP1-GFP MLPCN	LAP4 TOR yeast	CIT2 TOR yeast	VLA-4 inh	GASC-1 inh
CCOc1ccc2nc(NC(=O)CN3CCC(n4nnc5cc(F)ccc54)CC3)sc2c1	178*[may fluoresce violet]	0	58[may fluoresce violet]	?	?	?	-1	-10
COc1ccccc1CNc1nc(SC)ncc1CO	106	0	100	100	97	100	5	1
O=[N+]([O-])c1ccc(S(=O)(=O)N2CCN=C2SCc2ccc(F)cc2)cc1	94	0	99	97	99	94	32	?
COc1ccc2[nH]c(=O)c(CN(c3ccccc3OC)S(=O)(=O)c3ccccc3)cc2c1	100	0	98	102	100	98	1	4
CCN(CC)S(=O)(=O)c1cccc(C(=O)OCc2cc(=O)n3nc(C)sc3n2)c1	95	8	92	91	90	91	7	-2
Cc1cccc(NC(=O)CCC(=O)NCCO)c1	99	4	89	90	98	92	9	-13
COc1cc(C(N)=O)cc(Br)c1OCc1ccccc1	86	100*	100	95	88	116	1	18
O=C(Nc1ccccc1F)c1ccc(S(=O)(=O)NCC2CCCO2)cc1 (centres undefined)	107	0	105	108	104	104	9	0
N#CC1(NC(=O)COc2ccc(S(=O)(=O)N3CCCC3)cc2[N+](=O)[O-])CCCCC1	107	2	101	110	105	108	1	10
COCCOc1ccc(C(F)(F)F)cc1NC(=O)Cc1ccc(S(=O)(=O)N2CCOCC2)s1	103	4	103	104	115	95	-5	-5
O=C(CSc1nnc(-c2ccc(Cl)cc2Cl)n1C1CCCCC1)NC1CCS(=O)(=O)C1 (centres undefined)	100	0	99	102	97	98	15	-3
CCN(CC)CC(=O)Nc1c(Br)ccc2c1OCO2	95	0	97	96	89	.	9	-1
CCC1(CC)C(=O)NC(=O)NC1=Nc1ccccc1	103	0	110	100	95	103	10	-10
COc1ccc(OC)c(S(=O)(=O)N2CCC(C(=O)N3CCCC3)CC2)c1	102	0	98	102	92	106	2	-23
O=C(c1ccccc1)N(Cc1cccnc1)C1(C(=O)Nc2ccccc2)CCCCC1	101	2	96	100	104	97	22	11
CCOn1c(=O)c[n+]([O-])c2ccccc21	105	2	100	105	99	105	0	22
Cc1ccc(NC(=O)c2ccc(OC(=O)c3cc4ccccc4o3)cc2)cc1	103	0	102	102	94	.	-5	-1
CCOC(=O)Cc1nnc(NC(=O)COc2ccc(C)cc2)s1	87	2	103	85	86	78	0	9
CC(C)(C)NC(=O)COc1ccccc1C#N	95	0	93	93	94	93	1	1
O=C(c1[nH]ncc1-c1ccccc1)C1CO1 (centres undefined)	106	0	106	105	112	98	28	-5
CCc1cc(=O)oc2cc(C)cc(OCC(=O)NCC3CCC(C(=O)O)CC3)c12 (centres undefined)	88	2	94	98	95	99	-3	3
COc1cc(/C=C/C(=O)OCC(=O)NCC(=O)Nc2cccc(C)c2C)ccc1OC(F)F	99	0	103	101	109	103	6	13
CN(Cc1ccccc1)C(=O)c1[nH]cnc1C(=O)NCc1ccc(CNC(=O)OC(C)(C)C)cc1	95	1	99	98	90	94	6	3
COc1ccc(CN2CCN(S(=O)(=O)c3ccccc3)CC2)c(OC)c1	94	2	97	100	101	94	2	0

Reprinted at random: four entries already listed.
SMILES	MEP2 TOR yeast	GRK2 inh	RPL19A-GFP yeast	AGP1-GFP MLPCN	LAP4 TOR yeast	CIT2 TOR yeast	VLA-4 inh	GASC-1 inh
Cc1ccc(NC(=O)c2ccc(OC(=O)c3cc4ccccc4o3)cc2)cc1	103	0	102	102	94	.	-5	-1
CN(Cc1ccccc1)C(=O)c1[nH]cnc1C(=O)NCc1ccc(CNC(=O)OC(C)(C)C)cc1	95	1	99	98	90	94	6	3
O=C(c1ccccc1)N(Cc1cccnc1)C1(C(=O)Nc2ccccc2)CCCCC1	101	2	96	100	104	97	22	11
CCOC(=O)Cc1nnc(NC(=O)COc2ccc(C)cc2)s1	87	2	103	85	86	78	0	9

Further compounds:
SMILES	MEP2 TOR yeast	GRK2 inh	RPL19A-GFP yeast	AGP1-GFP MLPCN	LAP4 TOR yeast	CIT2 TOR yeast	VLA-4 inh	GASC-1 inh
CCn1c(SCc2cccnc2)nnc1-c1c[nH]c2ccccc12	99	4	101	102	103	104	-9	2
COc1cccc(NC(=O)CN(C)C(=O)c2sc3cc(Cl)ccc3c2Cl)c1	102	0	100	107	118	94	12	1
Cc1c(Cl)cccc1NS(=O)(=O)c1cn(C)c(=O)n(C)c1=O	102	59*	104	104	111	102	25	157
CCOc1ccc(CCNC(=O)CCCn2nc(C)c3c(C)n(-c4ccccc4)nc3c2=O)cc1	108	4	98	92	108	107	33	9
CCOc1cc(/C=C2\SC(=S)N(N3CCOCC3)C2=O)ccc1O	104	3	100	105	104	100	3	0
COC(=O)C1C(=O)C2=C(CC1C)NC(=O)CC2c1ccc(F)cc1 (centres undefined)	114	0	103	110	101	113	-15	0
O=C(NNS(=O)(=O)c1ccc(F)cc1)c1sccc1-n1cccc1	103	0	100	102	99	102	-5	-14
Oc1cccc(C(=S)N2CCCCC2)c1	100	1	97	102	98	.	14	-11
Cc1nnc(C)n1/N=C/c1ccc2c(c1)OCCO2	99	0	101	102	100	98	-1	2
CSc1nc2sccc2c(=O)[nH]1	104	1	102	107	93	113	6	43
CC(C)c1ccccc1OCCNC(=O)c1cccnc1	104	0	101	105	111	99	-3	3
O=C1CCC([N+](=O)[O-])C(c2ccc(Br)cc2)N1 (centres undefined)	103	0	104	100	93	102	1	4
COc1ccccc1NC(=O)CC(=O)c1ccccc1	116	3	104	92	103	100	8	-17
Cc1coc2cc3oc(=O)c(CCC(=O)N[C@@H](CCCNC(N)=O)C(=O)O)c(C)c3cc12	105	2	106	102	99	101	6	2
O=C(NCCN1CCCCCC1)c1ccc(CS(=O)(=O)c2ccc(Br)cc2)o1	104	0	98	102	98	97	34	-5
CCC1CCc2sc(C(=O)NCC(c3ccc(OC)cc3)N3CCCC3)cc2C1 (centres undefined)	94	0	99	102	101	102	5	-2
CCN(CC)C(=O)CSC(Nc1cccc(F)c1)=C(C#N)C#N	101	0	104	108	109	101	4	-8
CC(C)(C)[C@H]1C=C(C(=O)N2CCN(Cc3ccc4c(c3)OCO4)CC2)O[C@@H](OCCCCO)C1	93	0	97	78	126	68	15	10
O=C1CN(C(=O)c2ccc(F)cc2)c2ccccc2N1	104	0	103	108	105	104	-5	5
COc1ccccc1-c1nnc(SCC(=O)Nc2oc(C)c3c(C)n[nH]c(=O)c23)n1C	95	0	95	107	106	107	-33	7
Cc1cc2c(Nc3cccc(O)c3)ncnc2s1	121	6	104	109	104	114	20	-13
CC(C)OC(=O)CSc1nc2ncc(Cl)cc2[nH]1	107	0	100	95	106	93	9	26
CCC(NC(=O)CCc1c(C)c2cc3c4c(oc3cc2oc1=O)CCCC4)C(=O)O (centres undefined)	100	2	103	98	96	100	-7	0
COc1ccc(C2CC(C(F)(F)F)n3ncc(C(=O)Nc4c(C)n(C)n(-c5ccccc5)c4=O)c3N2)cc1 (centres undefined)	108	5	101	98	105	102	2	-5

Of the compounds above, these contain a CF3 group.
SMILES	MEP2 TOR yeast	GRK2 inh	RPL19A-GFP yeast	AGP1-GFP MLPCN	LAP4 TOR yeast	CIT2 TOR yeast	VLA-4 inh	GASC-1 inh
COCCOc1ccc(C(F)(F)F)cc1NC(=O)Cc1ccc(S(=O)(=O)N2CCOCC2)s1	103	4	103	104	115	95	-5	-5
COc1ccc(C2CC(C(F)(F)F)n3ncc(C(=O)Nc4c(C)n(C)n(-c5ccccc5)c4=O)c3N2)cc1 (centres undefined)	108	5	101	98	105	102	2	-5

For reference, some entries already given:
SMILES	MEP2 TOR yeast	GRK2 inh	RPL19A-GFP yeast	AGP1-GFP MLPCN	LAP4 TOR yeast	CIT2 TOR yeast	VLA-4 inh	GASC-1 inh
CSc1nc2sccc2c(=O)[nH]1	104	1	102	107	93	113	6	43
CC(C)c1ccccc1OCCNC(=O)c1cccnc1	104	0	101	105	111	99	-3	3

The listing continues:
SMILES	MEP2 TOR yeast	GRK2 inh	RPL19A-GFP yeast	AGP1-GFP MLPCN	LAP4 TOR yeast	CIT2 TOR yeast	VLA-4 inh	GASC-1 inh
O=C(O)/C(=C\c1ccc(Cl)c([N+](=O)[O-])c1)c1ccc(S(=O)(=O)N2CCCC2)s1	101	0	95	95	94	95	-5	4
O=[N+]([O-])c1cc(CN2CCCC2)ccc1Sc1ccc(Cl)cc1	101	0	103	102	95	100	29	7
Cn1c(=O)n(C)c2cc(S(=O)(=O)N3CCN(c4ccccc4)CC3)ccc21	99	0	100	103	105	103	9	6
O=C(O)c1ccc(O)c(N2C(=O)Nc3ccccc3N2O)c1	99	2	102	100	91	96	21	3
Cc1ccc2ncnc(Nc3ccc(C)c(C)c3)c2c1	102	0	101	110	106	105	-11	1
Cc1cc(=O)[nH]c(-n2nc(C)cc2C)n1	94	0	100	91	173*	92	94*	0
COc1ccc(C(c2nnnn2Cc2ccccc2)N2CCN(c3nc4ccccc4s3)CC2)cc1OC (centres undefined)	105	0	99	103	98	96	-13	.
Cc1cc(-c2cccs2)c2c(n1)sc1c(=O)[nH]c(=O)[nH]c12	107	0	102	96	96	97	-2	-1
Cc1cc(=O)oc2cc(OC(=O)c3cncc(Br)c3)ccc12	88	1	88	79	125	69	0	0
Cc1cc(C)nc(N(C#N)CC(=O)N(c2ccccc2)C(C)C)n1	108	0	96	106	97	104	-1	1
O=C(C1CCN(C2CC(=O)N(Cc3ccccc3)C2=O)CC1)N1CCCCCC1 (centres undefined)	94	0	85	83	81	90	4	7
COc1cccc(C(=O)NC2CCN(CC(=O)NCc3ccccc3OC)CC2)c1	103	0	102	103	98	110	-8	-1
CCOC(=O)C1(C)NC(c2cc(OC)c(OC)c(OC)c2)C2C(=O)N(CC)C(=O)C21 (centres undefined)	99	0	98	102	103	96	24	7
CCOCCCNC(=O)c1ccccc1SC	103	1	102	104	96	104	-2	-1
CC(=O)c1cccc(Nc2nc(-c3ccccc3)nc3ccccc23)c1	107	0	107	104	86	101	-8	2
CCOc1ccc(NC(=S)Nc2cccnc2)cc1	88	1	87	86	93	87	6	-48
CSc1nnc(-c2ccc(F)cc2)o1	97	1	94	94	83	94	-14	1
COc1ccc(-c2nnc3sc(COc4ccc(C)cc4)nn23)cc1	99	1	96	95	105	92	25	45
O=C(NCC(=O)N1CCN(c2ccccc2O)CC1)c1ccc(Br)o1	104	0	101	104	103	97	-1	13
O=C(Nc1cccnc1)c1ccc(NC(=O)c2ccco2)cc1	95	5	98	98	104	87	17	0
Cn1c(C=O)c(-c2ccc3c(c2)OCCO3)c2ccccc21	94	3	98	92	95	95	17	7
COc1ccc(NC(=O)CSc2nnc(-c3cccs3)n2C)cc1OC	111	0	103	111	103	96	-7	-1

Assay outcomes as filed in PubChem BioAssay.
